High-throughput results deposited in PubChem by several laboratories.
PostGolgi ctrl: yeast control strain growth, post-Golgi counter-screen; hit rate 5% among 98,000; efflux-deficient yeast background strain, growth absorbance A615, 16 h; inhibition, % at 10 µM; AID 738; in the data active = inhibition above about 30%
sEH inhibitor: soluble epoxide hydrolase (human) inhibition; inhibition, % at 2 µM; P34913; hit rate 0.34% among 91,000; recombinant human sEH enzymatic activity assay; in the data active = inhibition above about 80%; note: values of inactives mirror those of a sister screen read the other way; many of its hits are not listed in these tables
Target sequence (P34913 whole entry, looked up): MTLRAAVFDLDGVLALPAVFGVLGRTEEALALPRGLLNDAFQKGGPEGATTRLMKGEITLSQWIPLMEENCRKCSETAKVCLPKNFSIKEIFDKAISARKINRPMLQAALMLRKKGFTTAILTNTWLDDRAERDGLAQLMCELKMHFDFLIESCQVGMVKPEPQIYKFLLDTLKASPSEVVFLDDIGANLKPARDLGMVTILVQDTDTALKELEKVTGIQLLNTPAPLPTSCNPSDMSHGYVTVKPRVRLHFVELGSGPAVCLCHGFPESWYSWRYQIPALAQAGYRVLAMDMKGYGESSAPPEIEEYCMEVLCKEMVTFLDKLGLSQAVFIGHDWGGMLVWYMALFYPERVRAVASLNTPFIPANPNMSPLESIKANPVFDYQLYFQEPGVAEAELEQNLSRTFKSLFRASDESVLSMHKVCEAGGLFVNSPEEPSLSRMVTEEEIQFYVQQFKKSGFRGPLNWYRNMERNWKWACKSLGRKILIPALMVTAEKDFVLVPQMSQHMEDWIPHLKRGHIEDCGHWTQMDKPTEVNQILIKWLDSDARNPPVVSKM
H69AR growth 86K: blocks growth of human H69AR lung tumor cells; H69AR lung tumor viability, ATP luminescence, 72 h; hits give low values; AID 598; hit rate 6% among 85,000; viability, % at 10 µM;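 active = viability at or below 40%; inactive = viability above 40%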;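 note: multidrug resistant small cell line overexpressing MRP-1 efflux transporter; 100% = mean luminescence of untreated control wells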
HUVEC prolif 384: human endothelial cell proliferation inhibition. HUVEC proliferation, CellTiter-Glo luminescence, 72 h; hits give low values. viability, % at 10 µM (by protocol). hit rate 1.1% among 86,000. AID 648;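 active = viability at or below 30%; inactive = viability above 30%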;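 note: 100% = median luminescence of DMSO-only cell control wells on each plate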
sEH activator: soluble epoxide hydrolase (human) activation; P34913; purified human sEH enzymatic activity, activator screen; activation, % at 2 µM; hit rate 0.04% among 91,000; in the data active = activation above about 37%; note: values of inactives mirror those of a sister screen read the other way
Lung fibro prol: blocks proliferation of human lung fibroblasts; LL 47 human lung fibroblast viability, ATP luminescence; hits give low values; AID 719; viability, % at 10 µM; hit rate 1.1% among 85,000;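 active = viability at or below 50% in the single dose screen; inactive = viability above 50%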;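 note: compound exposure lasted 72 h before the ATP readout; 100% = median luminescence of untreated cell-only wells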
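Material: human lung fibroblast line LL 47, low passage; Evaluation: viability percentage against median untreated-cell control; Buffer or medium: 15% FBS in IMEM; Incubation: 72 h compound exposure at 37 °C after overnight plating; Dosing: 0.1% DMSO in all compound wells; Measured by: CellTiter-Glo luminescence.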
S1P2 ag: activates the human S1P2 receptor | O95136 | S1P2-expressing cell line, agonist reporter read-out | activation, % at 4.5 µM | hit rate 0.46% among 97,000; in the data active = activation above about 16%;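 note: 0% = vehicle low control and 100% = maximal reference agonist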
Target sequence (O95136 whole entry, looked up): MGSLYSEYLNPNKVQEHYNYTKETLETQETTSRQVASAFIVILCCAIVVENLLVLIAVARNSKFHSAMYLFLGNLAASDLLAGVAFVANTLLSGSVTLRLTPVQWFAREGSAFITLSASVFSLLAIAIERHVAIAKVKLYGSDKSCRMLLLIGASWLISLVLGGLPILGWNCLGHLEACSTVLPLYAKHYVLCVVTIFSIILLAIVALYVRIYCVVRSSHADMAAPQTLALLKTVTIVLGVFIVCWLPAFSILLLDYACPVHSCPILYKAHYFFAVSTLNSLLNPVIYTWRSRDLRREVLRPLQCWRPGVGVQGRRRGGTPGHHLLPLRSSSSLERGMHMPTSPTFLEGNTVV
LYP act: increases human PTPN22 phosphatase activity; recombinant LYP, DiFMUP fluorescence; 0 = plate median, 100 = signal doubled; activation, % at 2 µM; hit rate 0.11% among 96,000; AID 697;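 active = activation at 2 µM above a set limit, the mean plus 5 SD, cut at about 37% in these data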
S1P2 blocker: S1P2 (human) receptor antagonism; cell-based S1P2 antagonist assay, inhibition at 5 uM; inhibition, % at 5 µM; hit rate 0.21% among 97,000; AID 736; in the data active = inhibition above about 45%;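 note: CRE beta-lactamase reporter cells expressing human S1P2 stimulated with S1P; 0% = agonist at EC80 alone and 100% = agonist plus reference antagonist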
* hit, by the source's call; . = no result given.

SMILES	PostGolgi ctrl	sEH inhibitor	H69AR growth 86K	HUVEC prolif 384	sEH activator	Lung fibro prol	S1P2 ag	LYP act	S1P2 blocker
CCOC(=O)c1[nH]c(C)c(/C(O)=C2\C(=O)C(=O)N(CCN3CCOCC3)C2c2cccs2)c1C (configuration not stated)	-4	-17	33*	60	17	91	-1	6	-19
Cc1nnc(SCc2cccs2)[nH]c1=O	.	18	.	.	-19	.	-5	3	20
Cc1cccc(OCc2nc(-c3ccc(-n4cccc4)cc3)no2)c1	7	.	102	99	.	95	-1	-7	3
CCc1c(O)nc(SCC(=O)Nc2ccccc2)n(C(C)CC)c1=O (configuration not stated)	21	-7	75	96	3	103	-6	-8	9
COc1cc2c(cc1NC(=S)Nc1cccc3ccccc13)oc1ccccc12	-3	5	.	.	-7	.	-11	1	24
CCOC(=O)C1CCN(C(c2cccs2)c2sc3nc(C)nn3c2O)CC1 (configuration not stated)	1	.	87	106	.	106	.	.	.
Cc1ccc(N2CC(C(=O)N3CCc4ccccc4C3)CC2=O)cc1 (configuration not stated)	2	.	99	96	.	108	-4	-3	11
Cc1cccc2cc(CN(Cc3ccc(F)cc3)C(=O)N3CCOCC3)c3nnnn3c12	17	13	79	88	-16	91	-6	3	6
O=C(NCc1ccco1)c1ccc(Cn2c(=O)c3ccccc3n(Cc3cccc(F)c3)c2=O)cc1	0	10	7.7*	49	-12	66	-6	-6	0
C=CCn1c(O)c(C(CC)=NCCN2CCOCC2)c(=O)[nH]c1=O	5	-7	100	87	5	102	-4	3	13
CCOC(=O)C1CCCN(Cc2ccc3c(c2)OCO3)C1 (configuration not stated)	.	9	95	99	-6	100	-2	0	-2
O=C(O)CC1Sc2ccccc2NC1=O (configuration not stated)	-6	.	96	99	.	109	.	.	.
CCCCn1nc2cc(C(=O)NCC34CC5CC(CC(C5)C3)C4)ccc2c1OC	13	13	.	.	-10	.	-5	2	8
Fc1ccc(NC(=S)N/N=C/c2cccc(Br)c2)c(F)c1	-4	7	.	.	-5	.	-6	4	-64
CC(C)N(C(=O)Cn1c(SCC(=O)Nc2nccs2)nc2ccccc21)C(C)C	.	8	92	87	-8	120	-7	-4	-17
COC(=O)C(C)n1cnc2c(nnn2-c2cccc(Cl)c2)c1=O (configuration not stated)	1	-4	100	107	8	100	-4	1	-6
CN(c1ccccc1)S(=O)(=O)c1cc(C(=O)N2CCN(c3ccccn3)CC2)ccc1Cl	0	-7	71	82	8	93	-7	-5	4
Cc1nn(Cc2ccc(C(=O)NC3CCCCC3)o2)c(C)c1Br	22	69	95	100	-68	92	-3	-8	-6
CC(=O)Nc1sc2c(c1CN1CCN(c3ccccn3)CC1)CCCC2	.	-14	79	95	14	87	-9	5	0
COc1ccc(C2=NOC3(CC(=O)N(c4ccc(F)cc4)C3=O)C2)c(OC)c1 (configuration not stated)	2	2	116	103	-1	112	-1	-7	5
O=C(COc1ncnc2cc([N+](=O)[O-])ccc12)NCc1ccc2c(c1)OCO2	0	-9	.	.	7	.	-6	-3	5
COc1ccc(NC(=O)Cn2nnc(-c3ccccc3F)n2)cc1	6	3	85	99	-2	95	-7	17	-14
COC(=O)C1=C(C(=O)c2ccc(C)cc2)C(c2ccc(O)c(OC)c2)n2nnnc2N1 (configuration not stated)	3	-15	82	86	16	89	-2	2	-17
C=CCn1c(C)cc(C(=O)CN2C(=O)NC3(CCCc4ccccc43)C2=O)c1C (configuration not stated)	7	-11	105	87	4	102	-1	3	-15
O=c1nc(C(F)(F)F)nc2ccccn12	1	4	108	93	1	103	-3	-11	4

The closing three records of the part above open the next one:
SMILES	PostGolgi ctrl	sEH inhibitor	H69AR growth 86K	HUVEC prolif 384	sEH activator	Lung fibro prol	S1P2 ag	LYP act	S1P2 blocker
COC(=O)C1=C(C(=O)c2ccc(C)cc2)C(c2ccc(O)c(OC)c2)n2nnnc2N1 (configuration not stated)	3	-15	82	86	16	89	-2	2	-17
C=CCn1c(C)cc(C(=O)CN2C(=O)NC3(CCCc4ccccc43)C2=O)c1C (configuration not stated)	7	-11	105	87	4	102	-1	3	-15
O=c1nc(C(F)(F)F)nc2ccccn12	1	4	108	93	1	103	-3	-11	4
COc1ccccc1CNC(=O)c1ccccc1N(C)S(C)(=O)=O	-2	9	104	90	-9	98	-1	9	15
O=[N+]([O-])c1ccc(-n2nncc2-c2ccc(Cl)cc2)cc1	5	3	.	.	-1	.	-1	17	-6
COc1ccc(-c2ccc(CCC(=O)O)n2CC(C)C)cc1	2	-4	70	84	5	87	-2	0	-14
Cc1ccc(Nc2oc(C)nc2C#N)cc1	18	11	89	96	-12	103	-5	-9	1
COc1cccc(OCCc2c(C)n[nH]c2C)c1	0	-6	.	.	8	.	-3	-10	9
C=CCSc1nnc(-c2cc3c(s2)-c2ccccc2CC3)o1	9	-10	.	.	13	.	-2	8	8
CCOCCc1nnc(NC(=O)c2ccc(OC)c(OC)c2)s1	7	-2	90	78	-2	105	-2	5	-4
O=C(Cn1nnc(-c2ccncc2)n1)N1CCc2ccccc21	12	12	86	84	-9	75	-6	1	17
Cc1ccc(CNC(=O)CN(C)S(=O)(=O)c2cccc3cccnc23)cc1	4	-10	98	127	7	105	-2	5	3
CCOC(=O)C1CCCN(C(=O)c2ccc(OCC)cc2)C1 (configuration not stated)	7	.	93	97	.	102	.	.	.
CCOc1ccc(N2C(=O)CC(N3CCN(c4ccc(C(=O)c5ccncc5)cc4)CC3)C2=O)cc1 (configuration not stated)	.	5	97	65	-4	93	-6	0	0
O=C(c1cccc(Cl)c1)N1CCCC(c2ccc(Cl)cc2)=N1	16	4	.	.	-5	.	1	-9	-29
O=C(CCCn1nnc(-c2cccnc2)n1)c1ccc(F)cc1	2	.	94	106	.	106	.	.	.
Cc1ccccc1C(=O)O/N=C(\N)c1cccc([N+](=O)[O-])c1	2	-1	.	.	5	.	-6	-3	9
Cc1ccc(S(=O)(=O)N(Cc2ccc(F)cc2)Cc2ccco2)cc1	15	-7	85	52	5	84	-4	-2	-2
CC1=NN(C(=O)Cc2ccccc2)C(O)(c2cccnc2)C1 (configuration not stated)	-2	-24	.	.	23	.	-1	12	-1
CN(c1ccccc1)S(=O)(=O)c1ccc(NC(=O)c2ccc(-c3ccccc3)cc2)cc1	15	-1	.	.	5	.	-7	-11	9
Cc1cc2c(cc1C)NC(c1cccnc1)C1=C(CC(C)(C)CC1=O)N2 (configuration not stated)	.	1	89	89	-5	102	0	-1	12
COc1cccc(CNC2CCCC2)c1	-4	.	92	103	.	104	.	.	.
Cc1cc2nc(CCN(C(=S)NCC(C)C)C3CCCC3)[nH]c2cc1C	11	-7	.	.	8	.	-2	8	8
CC(=O)NC1(C(F)(F)F)NC(=O)N(C2CCCCC2)C1=O (configuration not stated)	-15	12	104	91	-10	99	-7	1	16
Cc1cc(C)n(CC(O)COc2ccccc2)n1 (configuration not stated)	3	8	98	100	-7	97	-1	-5	1
CCCc1cc(=O)oc2cc(C)cc(O)c12	19	-9	77	96	11	87	-8	1	-7
Cc1ccc(NC(=O)CSCC(N)=O)cc1C	-6	-3	98	97	6	105	-8	4	-2
S=C(NCCSCc1ccc(Cl)c(Cl)c1)Nc1ccccc1	.	11	.	.	-12	.	-2	-2	-17
(more compounds)
SMILES	PostGolgi ctrl	sEH inhibitor	H69AR growth 86K	HUVEC prolif 384	sEH activator	Lung fibro prol	S1P2 ag	LYP act	S1P2 blocker
CC1CCCCN1C(=O)CSc1nnc(-c2ccc(Cl)s2)o1 (configuration not stated)	7	2	.	.	1	.	-2	-5	-9
COc1ccccc1CN(Cc1cc2cc(C)ccc2[nH]c1=O)Cc1nnnn1Cc1ccco1	11	-8	38*	91	7	89	-10	-2	-13
C=CCN(CC(=O)NCc1ccc(F)cc1)C(=O)c1csnn1	.	8	93	101	-6	104	-3	-2	11
CCC(Sc1ncccc1C(=O)OC(C)C)C(=O)NCc1ccco1 (configuration not stated)	-2	-14	102	99	12	99	-3	9	-25
Cn1c(=O)n(CC(=O)Nc2cccnc2)c2ccccc21	.	1	.	.	2	.	1	5	-2
CCOC(=O)c1cc(CN2CCOCC2)oc1-c1ccccc1	1	8	84	97	-6	98	-5	16	5
O=C(CSc1nc2cc(Cl)ccc2s1)NC(=O)NCc1ccco1	-1	.	92	98	.	103	.	.	.
COc1ccc2c(c1)SCC(=O)N2C	.	2	89	87	-2	96	-5	9	12
CC1CCCCC1NC(=O)c1ccc(CNc2c(N3CCCC3)c(=O)c2=O)cc1 (configuration not stated)	12	.	92	101	.	105	.	.	.
CCn1c(SCC(=O)Nc2cccc(NC(=O)c3cccs3)c2)nnc1-c1ccncc1	8	2	82	85	-2	100	-5	2	2
O=C(Nc1nc2c(Cl)ccc(Cl)c2s1)c1ccco1	27	4	66	44	-5	98	-6	8	-7
Cc1cccc(C)c1N1C(=O)c2ccccc2C1=O	7	3	94	99	-4	98	-3	0	11
C=CCNC(=S)NNC(=O)c1cccc2ccccc12	2	-12	.	.	14	.	0	0	4
O=C(NC1CCCCC1)N1CCC(c2nc3ccccc3[nH]2)CC1	-8	4	92	103	-4	100	-1	2	-13
Cc1ccc(C(=O)Nc2c(C#N)c(C)c(C)n2Cc2ccccc2)cc1	17	-16	.	.	14	.	-7	13	-12
O=C(CN1CCOCC1)Nc1ccc(S(=O)(=O)N2CCCCCC2)cc1	1	12	.	92	-11	98	-5	-11	18
CC(C)[C@H](NC(=O)NCc1ccco1)C(=O)O	3	10	104	103	-10	97	-3	-7	12
COc1cc(N2CN=c3s/c(=C\c4ccccn4)c(=O)n3C2)cc(OC)c1OC	-11	.	93	86	.	87	.	.	.
CCOc1ccc(N2C(=O)CC(N3CC(C)OC(C)C3)C2=O)cc1 (configuration not stated)	5	.	97	103	.	106	.	.	.
CCOC(=O)c1c(C)oc(NC(=O)COc2ccc(Cl)cc2C)c1C#N	-3	.	70	92	.	100	-5	-7	14
CCCOc1ccc(Cn2cnc3ccccc32)cc1	28	9	85	75	-9	92	1	-4	2
COCc1nc(-c2cc(OC)c(OC)c(OC)c2)no1	4	.	89	104	.	98	.	.	.
CCNC(=S)NNC(=O)c1cc(-c2cccc(OCC)c2)nc2ccccc12	10	-9	.	.	11	.	-2	7	0
COC(=O)c1cn[nH]c1NC(=S)Nc1ccc(C)cc1Cl	3	12	97	102	-9	100	-11	-20	-19
O=C(Nc1nnc(C2CC2)s1)c1cccc(S(=O)(=O)N2CC(c3ccccc3)CC2=O)c1 (configuration not stated)	10	-6	92	102	5	102	-3	7	-5

Three entries from above, ordered by formula weight, rising.
SMILES	PostGolgi ctrl	sEH inhibitor	H69AR growth 86K	HUVEC prolif 384	sEH activator	Lung fibro prol	S1P2 ag	LYP act	S1P2 blocker
Cc1ccc(NC(=O)CSCC(N)=O)cc1C	-6	-3	98	97	6	105	-8	4	-2
C=CCNC(=S)NNC(=O)c1cccc2ccccc12	2	-12	.	.	14	.	0	0	4
COc1ccccc1CNC(=O)c1ccccc1N(C)S(C)(=O)=O	-2	9	104	90	-9	98	-1	9	15

Further structures follow:
SMILES	PostGolgi ctrl	sEH inhibitor	H69AR growth 86K	HUVEC prolif 384	sEH activator	Lung fibro prol	S1P2 ag	LYP act	S1P2 blocker
COc1ccc(CCNC(=O)C2CC(=O)N(c3ccccc3)C2)cc1OC (configuration not stated)	-4	-9	100	105	7	106	-2	9	0
O=C1CC(N2CCN(C/C=C/c3ccccc3)CC2)C(=O)N1Cc1ccc(N2CCCC2=O)cc1 (configuration not stated)	7	0	107	98	1	96	-3	-1	20
Clc1ccc(-c2n[nH]c3c2CCC3)c(Cl)c1	47*	2	103	112	0	111	-8	-1	-3
CC1Cc2ccccc2N1C(=O)COC(=O)c1ccc(S(=O)(=O)N(C)C)cc1 (configuration not stated)	11	-7	100	89	7	95	-1	2	-2
Nn1c(SCC(=O)NC2CCCc3ccccc32)nnc1-c1cccs1 (configuration not stated)	-7	3	90	105	-3	103	-9	-8	15
CCOc1ccc(NC(=O)Cc2c(O)c3ccccc3[nH]c2=O)cc1	19	-2	.	.	3	.	-2	-2	-1
C=CCn1c(Br)nc2c1c(=O)n(C)c(=O)n2C	-2	2	89	105	-3	105	-5	4	-12
CC(C)c1c(C#N)c(N)nc(SCC(=O)c2cc3ccccc3oc2=O)c1C#N	2	.	101	95	.	95	.	.	.
CCOC(=O)CN(C(=O)CN1CCOCC1)c1ccc(Br)cc1	-1	-1	102	96	3	94	-7	-5	-1

The list is partial; rates above refer to the full screens.
